Fh CTSL1 inh – counter-screen for PFM18AAP inhibitors: inhibitors of F. hepatica cathepsin L1; recombinant F. hepatica cathepsin L1, Z-Leu-Arg-MCA fluorescence; inhibition, % at 5.96 µM; 300,000 tested, 0.49% active;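 active = inhibition above the mean of all tested compounds plus 3 SD, set per screening campaign, cut at about 17% in these data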;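 note: 0% = plate median of test compound wells and 100% = 1 µM Z-Phe-Ala-diazomethylketone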
GASC-1 inh – inhibitors of human GASC-1 (JMJD2C) demethylase | 330,000 tested, 0.069% active | AID 2099 | GST-JMJD2C(1-420) H3K9me3 demethylation, DELFIA europium | inhibition, % at 2.35 µM;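 active = more than half of a compound's replicate wells show inhibition beyond 50%, single wells judged on their own value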;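 note: signal counts dimethyl H3K9 product captured on neutravidin plate; 0% = median of DMSO wells and 100% = 0.3 times that DMSO median; strong numbers were not always called active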
Target sequence (Q9H3R0 1-420 limits assumed): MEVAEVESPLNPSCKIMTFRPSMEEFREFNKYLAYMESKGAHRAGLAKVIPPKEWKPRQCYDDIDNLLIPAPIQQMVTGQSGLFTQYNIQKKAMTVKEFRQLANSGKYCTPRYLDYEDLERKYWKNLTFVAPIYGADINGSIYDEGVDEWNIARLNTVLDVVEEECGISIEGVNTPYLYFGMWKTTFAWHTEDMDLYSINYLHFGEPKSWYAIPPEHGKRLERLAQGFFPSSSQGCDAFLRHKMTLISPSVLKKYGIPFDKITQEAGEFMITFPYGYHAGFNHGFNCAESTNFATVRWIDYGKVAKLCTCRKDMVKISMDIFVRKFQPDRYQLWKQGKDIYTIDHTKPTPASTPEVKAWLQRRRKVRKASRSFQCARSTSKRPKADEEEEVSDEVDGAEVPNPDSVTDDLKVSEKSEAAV
HCV core dimer – HCV core protein dimerization inhibition; TR-FRET GST/Flag-core106 dimerization, 1536-well; inhibition, % at 5 µM; 300,000 tested, 0.33% active; AID 1899;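 active = inhibition above the mean of all tested compounds plus 3 SD, set per screening campaign, cut at about 45% in these data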
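System – GST-tagged and Flag-tagged HCV core protein residues 1-106 · Repeats – one well for each compound · Technique – TR-FRET 671 and 617 nm emission · Doses – one concentration, 5 µM, in 0.5% DMSO · Times – 4 h, 22.5 °C incubation · Also added – Eu donor and XL665 acceptor anti-tag antibodies · Measure – percent inhibition of core106 dimerization signal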
EBNA-1 inh – blocks EBNA-1 binding to DNA. AID 1950. inhibition, % at 14.8 µM. EBNA-1 DNA binding, fluorescence polarization. 300,000 tested, 0.34% active; in the data active = inhibition above about 28%
ZTA DNA inh – ZTA (EBV) inhibition in EBNA-1 counter-screen | P03206 | ZTA-DNA binding, fluorescence polarization | inhibition, % at 11 µM | 320,000 tested, 0.15% active | AID 2234; in the data active = inhibition above about 33%
Target sequence (P03206 whole entry, looked up): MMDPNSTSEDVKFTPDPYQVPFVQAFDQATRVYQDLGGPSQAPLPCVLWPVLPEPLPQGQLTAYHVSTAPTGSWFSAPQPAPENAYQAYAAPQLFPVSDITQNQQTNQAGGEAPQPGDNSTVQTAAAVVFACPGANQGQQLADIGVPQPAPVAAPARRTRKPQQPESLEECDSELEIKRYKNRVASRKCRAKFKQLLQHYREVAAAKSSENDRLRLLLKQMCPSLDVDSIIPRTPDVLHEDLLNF
PP5 inh – PP5 (human) phosphatase inhibition; purified PP5c, OMFP substrate fluorescence; AID 1987; inhibition, % at 6.7 µM; P53041; 320,000 tested, 0.18% active;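 active = inhibition above the campaign's mean inhibition across all tested compounds plus 3 SD, cut at about 9.5% in these data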;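 note: 0% = DMSO only and 100% = 100 µM cantharidin control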
Yeast superoxide – lowers age-related superoxide in aged yeast cells. S. cerevisiae aged cells, superoxide DHE fluorescence; stronger effect = lower value. superoxide response (% of plate mean), % at 10 µM. 330,000 tested, 0.18% active. AID 2690;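 active = superoxide response under a set limit, about three screen SD below normal, cut at about 65% in these data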;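 note: yeast aged for seven days with compound at 30 °C before DHE staining; 100% = average MFI of all compound-treated wells on the plate with controls excluded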
PP1 counter – blocks human PP1-alpha phosphatase, a PP5 counter-screen; P62136; purified PP1alpha, OMFP fluorescence; inhibition, % at 6.7 µM; 320,000 tested, 0.9% active;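 active = inhibition above the mean inhibition of all tested compounds plus 3 SD, computed separately for each screening campaign, cut at about 15% in these data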
Target sequence (P62136 whole entry, looked up): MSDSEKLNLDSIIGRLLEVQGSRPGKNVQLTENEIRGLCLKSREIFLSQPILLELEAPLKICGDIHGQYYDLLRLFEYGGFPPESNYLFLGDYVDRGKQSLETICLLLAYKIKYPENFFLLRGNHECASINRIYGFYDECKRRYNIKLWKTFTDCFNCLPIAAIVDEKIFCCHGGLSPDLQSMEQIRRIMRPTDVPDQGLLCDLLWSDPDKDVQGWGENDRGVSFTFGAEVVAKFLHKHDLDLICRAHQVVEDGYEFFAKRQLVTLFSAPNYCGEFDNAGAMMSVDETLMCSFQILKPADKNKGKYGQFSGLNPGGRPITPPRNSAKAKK
TPT1 inh – inhibitors of Candida albicans tRNA 2'-phosphotransferase TPT1; recombinant caTPT1, FP RNA substrate dephosphorylation; inhibition, % at 5 µM; 300,000 tested, 0.81% active;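 active = inhibition above the mean of all tested compounds plus 3 SD, set per screening campaign, cut at about 24% in these data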;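 note: plate controls were DMSO alone for no effect and ferristatin control at 100 nM for full effect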
An asterisk follows results filed as active.

Screening Cc1cc(C)n2nc(SCc3nc4ccccc4[nH]3)nc2n1 returned Fh CTSL1 inh 4, GASC-1 inh -8, HCV core dimer -7, EBNA-1 inh -12, ZTA DNA inh 7, PP5 inh -0.9, Yeast superoxide 103, PP1 counter -2 and TPT1 inh 1.
`COc1ccc(CC(=O)Nc2c(C(=O)N3CCN(c4ncccn4)CC3)oc3ccccc23)cc1` gave Fh CTSL1 inh 0, GASC-1 inh 2, HCV core dimer -5, EBNA-1 inh -4, ZTA DNA inh 12, PP5 inh 2.5, Yeast superoxide 98, PP1 counter -2 and TPT1 inh 1.
For COc1ccc(Cn2nnnc2CN2CCc3ccccc32)cc1 the results were Fh CTSL1 inh 1, GASC-1 inh 153, HCV core dimer 15, EBNA-1 inh 8, ZTA DNA inh 11, PP5 inh 0.2, Yeast superoxide 115, PP1 counter -1 and TPT1 inh 3.
COc1cccc(C(=O)Nc2ccc3c(c2)C(=O)N(CCC(=O)O)C3=O)c1 was read as Fh CTSL1 inh -2, GASC-1 inh 0, HCV core dimer 6, EBNA-1 inh -1, ZTA DNA inh -3, PP5 inh 2.4, Yeast superoxide 126, PP1 counter 0 and TPT1 inh -4.
For CCOc1ccc(NC(=O)CN(C)C(=O)c2cc(C)oc2C)cc1OCC the results were Fh CTSL1 inh 0, GASC-1 inh -4, HCV core dimer -1, EBNA-1 inh -2, ZTA DNA inh 2, PP5 inh -0.3, Yeast superoxide 103, PP1 counter -2 and TPT1 inh -2.
`O=C(N/N=C\c1ccc(COc2ccc([N+](=O)[O-])cc2)o1)c1ccc(Cl)cc1` gave Fh CTSL1 inh 8, GASC-1 inh 7, HCV core dimer 7, EBNA-1 inh -1, ZTA DNA inh 20, PP5 inh -1.1, Yeast superoxide 108, PP1 counter 7 and TPT1 inh -1.
CC(NC(=O)c1cc(Br)ccc1Cl)c1ccccc1 (configuration not stated) was read as Fh CTSL1 inh -8, GASC-1 inh 20, HCV core dimer 2, EBNA-1 inh -8, ZTA DNA inh -9, PP5 inh 1.8, Yeast superoxide 99, PP1 counter -5 and TPT1 inh 0.
For O=C(COc1ccccc1)Nc1nc2ccccc2[nH]1 the results were Fh CTSL1 inh -2, GASC-1 inh 7, HCV core dimer 3, EBNA-1 inh -7, ZTA DNA inh 5, PP5 inh 2.2, Yeast superoxide 95, PP1 counter 0 and TPT1 inh -1.
For CN1CCN(C(=O)C2(NC(=O)Nc3cccc(F)c3)CCCCC2)CC1 the results were Fh CTSL1 inh 0, GASC-1 inh -2, HCV core dimer -6, EBNA-1 inh 4, ZTA DNA inh -7, PP5 inh 0.2, Yeast superoxide 94, PP1 counter -2 and TPT1 inh 2.
`CC(C)c1ccc(/C=N/NC(=O)CC(=O)NC2CCCCC2)cc1` gave Fh CTSL1 inh 1, GASC-1 inh 10, HCV core dimer 6, EBNA-1 inh -3, ZTA DNA inh -1, PP5 inh 3.5, Yeast superoxide 107, PP1 counter -6 and TPT1 inh 0.
`CCCNC(=O)C1(CC2CC(c3ccccc3)=NO2)CCN(C(=O)c2cc(OCC)c(OCC)c(OCC)c2)CC1` (configuration not stated) gave Fh CTSL1 inh 2, GASC-1 inh -17, HCV core dimer -8, EBNA-1 inh -4, ZTA DNA inh 3, PP5 inh 1.1, Yeast superoxide 107, PP1 counter 0 and TPT1 inh 3.
For COCCCNc1ccnc2c(Cl)cccc12 the results were Fh CTSL1 inh 2, GASC-1 inh 2, HCV core dimer 1, EBNA-1 inh -5, ZTA DNA inh 2, PP5 inh -0.8, Yeast superoxide 113, PP1 counter -2 and TPT1 inh -1.
Screening COc1ccc(NC(=O)C(C)Sc2nnc3c4c(nc(-c5ccc(OC)cc5)n23)CC(C)(C)OC4)cc1 (configuration not stated) returned Fh CTSL1 inh 6, GASC-1 inh 9, HCV core dimer 3, EBNA-1 inh 2, ZTA DNA inh 0, PP5 inh -1.0, Yeast superoxide 93, PP1 counter -2 and TPT1 inh -3.
`CCn1cc(CNC(=O)C2C3CCC(C3)C2C(=O)O)cn1` (configuration not stated) gave Fh CTSL1 inh 1, GASC-1 inh -5, HCV core dimer -2, EBNA-1 inh 7, ZTA DNA inh -4, PP5 inh -0.5, Yeast superoxide 99, PP1 counter -3 and TPT1 inh -5.
`Cc1ccc(-c2c[n+](CC(=O)OCc3ccccc3)c3n2CCC3)cc1` gave Fh CTSL1 inh 3, GASC-1 inh 18, HCV core dimer -8, EBNA-1 inh -12, ZTA DNA inh 5, PP5 inh -0.3, Yeast superoxide 102, PP1 counter -2 and TPT1 inh 6.

Three structures already listed, sorted by length of the SMILES, ascending:
For O=C(COc1ccccc1)Nc1nc2ccccc2[nH]1 the results were Fh CTSL1 inh -2, GASC-1 inh 7, HCV core dimer 3, EBNA-1 inh -7, ZTA DNA inh 5, PP5 inh 2.2, Yeast superoxide 95, PP1 counter 0 and TPT1 inh -1.
For COc1ccc(Cn2nnnc2CN2CCc3ccccc32)cc1 the results were Fh CTSL1 inh 1, GASC-1 inh 153, HCV core dimer 15, EBNA-1 inh 8, ZTA DNA inh 11, PP5 inh 0.2, Yeast superoxide 115, PP1 counter -1 and TPT1 inh 3.
`CC(C)c1ccc(/C=N/NC(=O)CC(=O)NC2CCCCC2)cc1` gave Fh CTSL1 inh 1, GASC-1 inh 10, HCV core dimer 6, EBNA-1 inh -3, ZTA DNA inh -1, PP5 inh 3.5, Yeast superoxide 107, PP1 counter -6 and TPT1 inh 0.

More entries follow.
`FC(F)(F)c1cccc(-n2c(Cn3nnc4ccccc43)n[nH]c2=S)c1` gave Fh CTSL1 inh -2, GASC-1 inh 8, HCV core dimer -10, EBNA-1 inh -8, ZTA DNA inh -23, PP5 inh 2.6, Yeast superoxide 113, PP1 counter 3 and TPT1 inh 2.
`CCC1CCCCN1C(=O)COC(=O)c1cc2ccccc2cc1O` (configuration not stated) gave Fh CTSL1 inh 5, GASC-1 inh 0, HCV core dimer 7, EBNA-1 inh -6, ZTA DNA inh -13, PP5 inh 2.4, Yeast superoxide 109, PP1 counter 1 and TPT1 inh 1.
Screening CCOc1ccc(Cc2nnc(SCC(=O)Nc3ccccc3)n(N)c2=O)cc1 returned Fh CTSL1 inh 5, GASC-1 inh -6, HCV core dimer -1, EBNA-1 inh 6, ZTA DNA inh 2, PP5 inh 1.1, Yeast superoxide 94, PP1 counter -1 and TPT1 inh -3.
For CCOc1ccc(C(=O)NCc2ccccn2)cc1 the results were Fh CTSL1 inh 4, GASC-1 inh 0, HCV core dimer 4, EBNA-1 inh -6, ZTA DNA inh 1, PP5 inh 2.3, Yeast superoxide 71, PP1 counter -3 and TPT1 inh -1.
CC(=O)c1c(C)[nH]c(C(=O)OCC(=O)Nc2nnc(-c3ccccc3)o2)c1C was read as GASC-1 inh 2, ZTA DNA inh -6, PP5 inh 0.6, Yeast superoxide 88 and PP1 counter 8.
Screening Cn1c(=O)c2ncn(CC(=O)N/N=C/c3ccco3)c2n(C)c1=O returned Fh CTSL1 inh 3, GASC-1 inh -3, HCV core dimer -7, EBNA-1 inh -2, ZTA DNA inh -3, PP5 inh 0.7, Yeast superoxide 131, PP1 counter -1 and TPT1 inh 3.
NC(=O)C(CC(=O)O)NC(=O)[C@@H]1CCOc2c(I)cc([N+](=O)[O-])cc2C(=O)N[C@@H](CO)C(=O)N[C@@H](Cc2ccc(O)cc2)C(=O)N1 (some centres not stated) was read as Fh CTSL1 inh 1, GASC-1 inh 3, HCV core dimer -9, EBNA-1 inh 11, ZTA DNA inh 2, PP5 inh -2.5, Yeast superoxide 97, PP1 counter -4 and TPT1 inh 0.
Screening CCc1ccccc1NC(=O)CN(C)C(=O)CSc1nn(-c2ccccc2)c(=S)s1 returned Fh CTSL1 inh 2, GASC-1 inh -4, HCV core dimer 6, EBNA-1 inh 1, ZTA DNA inh -8, PP5 inh -1.7, Yeast superoxide 105, PP1 counter 0 and TPT1 inh 0.
For COc1ccccc1N1CCN(C(=O)Oc2ccccc2)CC1 the results were Fh CTSL1 inh 5, GASC-1 inh 9, HCV core dimer -6, EBNA-1 inh 9, ZTA DNA inh 12, PP5 inh 0.8, Yeast superoxide 87, PP1 counter -1 and TPT1 inh -5.
Screening Cc1ccc(NC(=S)NCCc2ccc(S(N)(=O)=O)cc2)c(C)c1 returned Fh CTSL1 inh -1, GASC-1 inh 10, HCV core dimer -4, EBNA-1 inh 0, ZTA DNA inh 19, PP5 inh 0.0, Yeast superoxide 93, PP1 counter -2 and TPT1 inh 2.
`CN(C(=O)COC(=O)CSc1ccc(C(N)=O)cc1[N+](=O)[O-])C1CCS(=O)(=O)C1` (configuration not stated) gave Fh CTSL1 inh 4, GASC-1 inh -3, HCV core dimer 0, EBNA-1 inh -1, ZTA DNA inh -2, PP5 inh 0.5, Yeast superoxide 90, PP1 counter -5 and TPT1 inh 0.
CC1CN(C(=O)Cn2cc(S(=O)(=O)CC(=O)N3CCOCC3)c3ccccc32)CC(C)O1 (configuration not stated) was read as Fh CTSL1 inh -2, GASC-1 inh 12, HCV core dimer 1, EBNA-1 inh 3, ZTA DNA inh 5, PP5 inh 0.0, Yeast superoxide 94, PP1 counter -5 and TPT1 inh 0.
`CCOC(=O)c1sc(NC(=O)c2ccc(OC(C)=O)cc2)nc1C` gave Fh CTSL1 inh -24, HCV core dimer 18, EBNA-1 inh 14, ZTA DNA inh 21, PP5 inh -0.9, Yeast superoxide 112, PP1 counter 5 and TPT1 inh -1.
`O=C(Cc1ccc(F)cc1)OCn1nnc2ccccc2c1=O` gave Fh CTSL1 inh -8, GASC-1 inh 7, HCV core dimer -1, EBNA-1 inh -5, ZTA DNA inh -8, PP5 inh -0.8, Yeast superoxide 79, PP1 counter -1 and TPT1 inh -1.
CCn1c(NC(=O)c2cccs2)c(-c2cccs2)c(=O)c2ccccc21 was read as Fh CTSL1 inh 0, GASC-1 inh 17, HCV core dimer 1, EBNA-1 inh 8, ZTA DNA inh 17, PP5 inh -1.1, Yeast superoxide 106, PP1 counter -3 and TPT1 inh -1.
`Cc1ccc(CNC(=O)c2ccccc2-n2cnnn2)cc1` gave Fh CTSL1 inh -1, GASC-1 inh 4, HCV core dimer -5, EBNA-1 inh -5, ZTA DNA inh -12, PP5 inh 0.4, Yeast superoxide 118, PP1 counter -2 and TPT1 inh 2.
NCC(c1ccc(Cl)cc1Cl)c1c[nH]c2ccccc12 (configuration not stated) was read as Fh CTSL1 inh 13, GASC-1 inh -14, HCV core dimer -2, EBNA-1 inh 9, ZTA DNA inh -16, PP5 inh 0.3, Yeast superoxide 95, PP1 counter -1 and TPT1 inh 2.
For C[N+]1(CC(=O)Nc2ccc(F)cc2)CCN(C(=O)c2ccco2)CC1 the results were Fh CTSL1 inh -2, GASC-1 inh 16, HCV core dimer 0, EBNA-1 inh -6, ZTA DNA inh -15, PP5 inh 3.8, Yeast superoxide 98, PP1 counter -3 and TPT1 inh 2.
NC(=O)NC(=O)CC1S/C(=N/N=C2\CSC(=O)N2)NC1=O (configuration not stated) was read as Fh CTSL1 inh -2, GASC-1 inh -9, HCV core dimer -5, EBNA-1 inh 10, ZTA DNA inh -6, PP5 inh -0.2, Yeast superoxide 108, PP1 counter -3 and TPT1 inh 1.
